Hep lipid drop – hepatic lipid droplet formation modulation | 240,000 compounds, 0.4% hits | inhibition, % at 6.5 µM | AML12 mouse hepatocytes, oleate lipid droplets, BODIPY imaging;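 active = lipid droplet intensity inhibited by at least 50%, with more than 500 cells counted; inconclusive = wells with under 300 cells, treated as cytotoxic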
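Material – AML12 mouse liver cells · Also added – oleate loading, 100 µM · Compound dosing – 6.5 µM single-point dosing · Times – overnight treatment with compound plus oleate · Measured by – fluorescence imaging, 20x objective, two fields per well · Read-out – percent inhibition of filter-corrected integrated lipid droplet intensity per well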
HEK293 NOD2/NF-kB – NOD2 signaling inhibitors, cell-based, luminescence, uHTS, HEK293 (AID 1566) | HEK293 NOD2/NF-kB luciferase reporter, luminescence; higher % means a stronger effect | inhibition, % at 4 µM; hits with a dose series show EC50 in µM | 290,000 compounds, 0.63% hits; also: many of its hits are not listed in these tables
XIAP displacement – XIAP antagonists, biochemical, IAP family, fluorescence polarization (AID 1018). displacement, % at 20 µM; hits with a dose series show IC50 in µM. 200,000 compounds, 0.007% hits. XIAP BIR domain, fluorescence polarization peptide displacement; higher % means a stronger effect; in the data active = displacement above about 50%; also: a part of the inactive calls stands beside numbers as strong as those of hits
AID2073 – inhibitors of Mint1-CaV2.2 protein interaction, biochemical, HTRF (AID 2073). inhibition, % at 20 µM, or IC50 in µM where a hit was titrated. 290,000 compounds, 0.19% hits. HTRF protein-protein interaction, Mint1-CaV2.2; higher % means a stronger effect; in the data active = inhibition mostly above about 51%, no sharp cut-off; inconclusive = no clear call, values can overlap the other calls; inactive = mostly below about 53%; also: some results filed as inactive read as strong as hits
Myeloid diff 2 – promotes myeloid progenitor differentiation; ER-HoxA9 myeloid progenitors, lysozyme-GFP differentiation, flow cytometry; calls only at 10 µM; AID 624256; 360,000 compounds, 1% hits;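 active = normalized GFP-positive differentiation at or above the plate's own cutoff, the solvent-only control mean plus 3 SD; inconclusive = no clear call, values can overlap the other calls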;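 also: cells exposed to compound for four days before flow analysis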
NS5 inhibitors – flavivirus cap methylation enzyme inhibition – biochemical, confirmation dose response, primary screen (AID 588689); Dengue-2 NS5 methyltransferase capping enzyme assay, biochemical; higher % means a stronger effect; inhibition, % at 25 µM; hits with a dose series show IC50 in µM; 340,000 compounds, 0.3% hits; in the data active = a potency from the dose series; inconclusive = inhibition above about 29% without an active follow-up result
LYP inhibition – PTPN22 lymphoid phosphatase activity blockers – biochemical, fluorescence intensity, uHTS (AID 1779) | recombinant LYP phosphatase, fluorescence intensity; higher % means a stronger effect | inhibition, % at 11.5 µM, or IC50 in µM where a hit was titrated | 290,000 compounds, 0.054% hits;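 also: plate controls were vehicle with enzyme for no effect and no enzyme for full effect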
Siah-1 displacement – blockers of Siah-1 interaction with plectin peptide – biochemical, fluorescence polarization, rhodamine-plectin, uHTS, primary screen (AID 1817). 290,000 compounds, 0.02% hits. displacement, % at 20 µM, or IC50 in µM where a hit was titrated. Siah-1 / rhodamine-plectin peptide fluorescence polarization; higher % means a stronger effect;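 active = displacement of at least 50% at 20 µM, with a fluorescence ratio check between 0.3 and a set limit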;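 also: plate controls were Siah plus tracer with DMSO for no effect and tracer alone without Siah for full effect; strong numbers were not always called active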
HIV fusion peptide – cell-free HIV fusion peptide-binding blockers – biochemical, uHTS, fluorescence dequenching, primary screen (AID 1986). cell-free peptide binding, fluorescence dequenching, 30 min; higher % means a stronger effect. one-dose inhibition, % at 20 µM; IC50 in µM for titrated hits. 290,000 compounds, 0.3% hits; in the data active = inhibition mostly above about 52%, no sharp cut-off; inactive = mostly below about 76%; also: some results filed as inactive read as strong as hits
Hep lipid drop cells 6.5 µM – further read-out of Hep lipid drop, marked with its call; cell count; measured here: cell count, cytotoxicity flag;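 cells counted across two imaged fields per well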
Myeloid diff 2 GFP+ MAC1+ % – recorded beside Myeloid diff 2, whose call it bears; GFP+ MAC1+ double positive, %; measured here: differentiation confirmed by MAC1 staining
The depositor's hits bear a star; i = inactive; ? = inconclusive; / = not tested or not shown. Rule as the data show it, unless noted: active = inhibition above about 50%; inactive = the rest. This is a subset; count on the stated rates, not on these rows.

Each structure is followed by: Myeloid diff 2 GFP+ MAC1+ %, NS5 inhibitors, AID2073, Hep lipid drop cells 6.5 µM, HEK293 NOD2/NF-kB, Hep lipid drop, Siah-1 displacement, LYP inhibition, XIAP displacement, Myeloid diff 2, HIV fusion peptide
COc1ccc(C2CC(c3ccc4ccccc4c3)=NN2C(=O)COC(=O)C2CCC(=O)N2)cc1 (configuration not stated)
    0.3, -4%, 10%, 711, -132%, 10, 3%, 6%, -7.7%, i, 0.7%
O=C(COc1ccc(-c2ccccc2)cc1)N1CCCC1
    0.2, -9%, -5%, 714, -30%, 1, -4%, -4%, -2.1%, i, -2.5%
O=S(=O)(c1ccc2c(c1)OCCO2)N1CCC(c2nc3ccccc3s2)CC1
    0.7, -9%, 5%, /, 42%, /, -4%, -6%, -3.8%, i, 0.8%
CCc1oc(C(=O)O)cc1COC
    0.3, 0%, 6%, /, 5%, /, -5%, 15%, -7.0%, i, 3.3%
COC(=O)c1ccc(N2Cc3ccccc3/C2=N\C(=O)Nc2ccccc2)cc1
    0.5, -5%, 24%, 642, -15%, 16, 3%, 6%, -5.6%, i, 4.1%
COc1cc(/C=C(\NC(C)=O)C(=O)Nc2ccccc2C)ccc1OC(C)=O
    1.2, -2%, 0%, 682, 3%, 1, 7%, -2%, -2.4%, i, -2.2%
COc1ccccc1NC(=O)/C(=C/c1cccc([N+](=O)[O-])c1)c1ccccc1
    0.4, -5%, 11%, 758, 13%, -5, 5%, 0%, -8.9%, i, 0.7%
O=C(O)Cn1c(CC(=O)N2CCCC2)nc2ccccc21
    2.4, 3%, 0%, 737, 1%, 12, 6%, -11%, -2.2%, i, -1.9%
O=C(Cn1cnc2ccccc2c1=O)Nc1nc2ccccc2s1
    0.4, -4%, 42%, 654, -7%, -8, -1%, 1%, 1.0%, i, -0.6%
Cc1c(Cl)cccc1NC(=O)N1CCN(C(=O)c2ccco2)CC1
    0.9, -7%, 3%, /, 15%, /, -5%, -7%, /, i, 0.8%
COc1ccc(CN2CCN(Cc3ccc4cc(F)ccc4n3)CC2CCO)c(C)c1C (configuration not stated)
    0.6, 7%, 20%, 832, -1%, -1, 0%, -9%, /, i, 3.7%
CC(=O)Nc1ccc(S(=O)(=O)Nc2ccc3c(c2)CCC3)cc1
    /, 4%, 1%, 797, /, 5, -4%, -11%, /, ?, -0.6%
Fc1ccc(C2=CC(c3ccco3)n3ncnc3N2)cc1 (configuration not stated)
    1.0, ?, 20%, 677, 0%, -2, 2%, -3%, -4.6%, i, 20%
CC1(S(=O)(=O)O)CC(=O)c2ccccc2C1=O (configuration not stated)
    9.6, 2%, 0%, 741, 4%, -12, 0%, 0%, /, i, 1.4%
COc1ccc2oc(C(=O)OCC(=O)N(CCC#N)c3ccccc3)c(C)c2c1
    5.1, 1%, 16%, 702, 11%, -17, 2%, -10%, /, i, 0.2%
OCCNC(=S)NC1CCCCC1
    0.8, -4%, 2%, 744, 8%, 0, -3%, -6%, -5.6%, i, 2.8%
CC1CCN(CCCCOc2ccc([N+](=O)[O-])cc2)CC1
    0.9, -9%, -3%, /, 8%, /, 6%, -6%, -7.5%, i, -0.2%
CC(=O)N/C(=C/c1ccc(Cl)cc1)C(=O)NCCc1c[nH]c2ccccc12
    1.5, -1%, 0%, /, -3%, /, 2%, -3%, -3.5%, i, 12%
O=C(NCc1ccc2c(c1)OCO2)c1nnc(Cc2ccc(Cl)cc2)o1
    3.5, 0%, -5%, 722, 15%, -3, 4%, -6%, -3.0%, i, 3.2%
COc1ccccc1N1CCN(/N=C/c2cccc(Cl)c2)CC1
    0.1, -16%, -1%, 782, -55%, -4, 0%, -10%, /, i, 2.2%

Sorted by value in Myeloid diff 2 GFP+ MAC1+ % (low to high): 4 of the compounds above.
SMILES | Myeloid diff 2 GFP+ MAC1+ %
O=S(=O)(c1ccc2c(c1)OCCO2)N1CCC(c2nc3ccccc3s2)CC1 | 0.7
OCCNC(=S)NC1CCCCC1 | 0.8
COc1cc(/C=C(\NC(C)=O)C(=O)Nc2ccccc2C)ccc1OC(C)=O | 1.2
CC1(S(=O)(=O)O)CC(=O)c2ccccc2C1=O (configuration not stated) | 9.6

The main list resumes, repeating the 3 entries before the break.
Each structure is followed by: Myeloid diff 2 GFP+ MAC1+ %, NS5 inhibitors, AID2073, Hep lipid drop cells 6.5 µM, HEK293 NOD2/NF-kB, Hep lipid drop, Siah-1 displacement, LYP inhibition, XIAP displacement, Myeloid diff 2, HIV fusion peptide
CC(=O)N/C(=C/c1ccc(Cl)cc1)C(=O)NCCc1c[nH]c2ccccc12
    1.5, -1%, 0%, /, -3%, /, 2%, -3%, -3.5%, i, 12%
O=C(NCc1ccc2c(c1)OCO2)c1nnc(Cc2ccc(Cl)cc2)o1
    3.5, 0%, -5%, 722, 15%, -3, 4%, -6%, -3.0%, i, 3.2%
COc1ccccc1N1CCN(/N=C/c2cccc(Cl)c2)CC1
    0.1, -16%, -1%, 782, -55%, -4, 0%, -10%, /, i, 2.2%
CCCCS(=O)(=O)N1CCCC(C(=O)Oc2ccccc2OC)C1 (configuration not stated)
    0.5, 4%, 7%, 823, 10%, 5, 2%, -10%, /, i, 0.4%
CNC(=O)c1ccc(-c2sc3nc(N4CCOCC4)c4c(c3c2N)CCCC4)o1
    2.3, -5%, 40%, /, 23%, /, -1%, 0%, 3.0%, i, -1.9%
CCCC1(CCC)NC(=O)N(CC(=O)N2CCN(C(=O)c3ccco3)CC2)C1=O
    1.0, 0%, 9%, 782, -7%, 13, -4%, -5%, -3.4%, i, -0.9%
Cc1ccc(CN(C(=O)CNC(=O)c2cccs2)C(C(=O)NCC2CCCO2)c2ccccc2)cc1 (configuration not stated)
    3.2, -6%, 3%, 663, -20%, 11, -2%, -7%, -2.9%, i, -1.3%
COc1ccc2c(Cl)c(C(=O)NCCc3ccc(S(N)(=O)=O)cc3)sc2c1
    0.2, /, 8%, 815, 20%, -6, 4%, -6%, /, i, 1.0%
c1ccc(-n2ncc3c(NCc4ccc5c(c4)OCO5)ncnc32)cc1
    6.6, -6%, 11%, 678, -9%, 0, 7%, 1%, -3.0%, i, -1.1%
O=C1C2CCCN2C(c2cccc(Br)c2)N1c1ccc(F)cc1 (configuration not stated)
    1.7, 25%, 2%, /, -7%, /, 1%, 3%, -6.6%, i, -0.3%
O=c1cc(CNc2cc(Cl)ccc2Cl)nc2sccn12
    0.1, 5%, 1%, 515, -9%, 9, 2%, -11%, -9.7%, i, 0.1%
O=C(NCC1CCCO1)Nc1ccc2c(c1)OCO2 (configuration not stated)
    0.1, 3%, 10%, 714, 0%, -2, 4%, -5%, -4.0%, i, 0.3%
O=C(CC1C(=O)NCCN1Cc1ccc(-c2ccccc2)cc1)NCCOc1cccnc1 (configuration not stated)
    0.4, /, -3%, 716, 6%, -20, 3%, 4%, -3.3%, i, 0.7%
Cc1ccc2[nH]nc(C(=O)N3CCCC(C(=O)c4ccc(Cl)cc4)C3)c2c1 (configuration not stated)
    0.5, -9%, 12%, 738, 23%, -9, 7%, 1%, -11%, i, -1.6%
Cc1noc(NS(=O)(=O)c2ccc(NC(=O)C34CCC(CC3)C4)cc2)c1C
    1.1, 1%, -3%, /, 0%, /, 0%, 1%, -5.1%, i, 0.1%
CC1=NN(C(C#N)c2c(C)nn(Cc3ccccc3)c2C)C(C)(C)C1 (configuration not stated)
    0.4, 0%, -7%, 539, 14%, -16, 2%, -12%, -3.4%, i, 1.7%
Cc1ccc(Cl)cc1NS(=O)(=O)c1cn(C)nc1C
    0.8, -6%, 6%, 683, 7%, -22, -4%, -12%, /, i, 0.4%
CC(=O)Nc1ccc(-c2csc(NC(=O)C3CC(=O)N(c4ccc5c(c4)OCCO5)C3)n2)cc1 (configuration not stated)
    0.4, 0%, 43%, 711, 20%, -4, 28%, -3%, /, i, 1.6%
Cc1ccc2[nH]c3c(c2c1)CNCC3
    0.6, 2%, 14%, 785, 12%, -4, 2%, -9%, /, i, -0.3%
CCC(=O)N(Cc1cc(=O)[nH]c2ccccc12)c1ccccc1C
    0.2, 8%, 2%, 722, 13%, -12, 4%, -5%, /, i, -1.7%
Cc1cc(Nc2cccc(Cl)c2C)n2ncnc2n1
    1.4, -4%, 1%, 767, 9%, 8, 4%, -6%, 1.4%, i, 3.0%
COC(=O)NNC1=CC(=O)CC(C)(C)C1
    0.1, -1%, 20%, 703, 17%, 8, -5%, -7%, -5.8%, i, -2.8%
CC(C)c1ccc(C(=O)N/N=C/c2cccc(Cl)c2Cl)cc1
    0.3, 3%, -2%, /, -70%, /, 3%, 1%, -9.2%, i, 1.1%
Cc1nnc(SC(C)C(=O)Nc2ccc(S(=O)(=O)N3CCCCCC3)cc2)s1 (configuration not stated)
    0.9, -6%, -4%, /, 12%, /, -3%, -7%, -4.1%, i, -2.9%
Cc1ccc(OCC(=O)NC(=S)Nc2cccc(NC(=O)c3ccccc3)c2)cc1
    0.4, 3%, 3%, 647, -22%, -1, 6%, 2%, -1.3%, i, -1.9%
O=C(CCCc1cccs1)NCCc1c[nH]c2ccccc12
    0.5, -8%, 7%, 664, -2%, -19, -2%, -6%, /, i, -3.6%
N=C1/C(=C/c2cccn2-c2ccc([N+](=O)[O-])cc2)C(=O)N=C2SC=CN12
    0.6, -3%, 13%, 573, -13%, -11, -4%, -1%, -4.7%, i, 0.0%
CCc1nc2scc(-c3ccc(C)cc3)c2c(=O)n1N
    0.3, -11%, -5%, 696, -5%, -4, 0%, -2%, -1.9%, i, 2.7%
CC(=O)c1sc(NC(=O)c2cnc(Cl)c(Cl)c2)nc1C
    /, 6%, 16%, 744, -19%, -5, 9%, -9%, /, /, 8.2%

Complete entries, quoted from the list. Values in the order: Myeloid diff 2 GFP+ MAC1+ % | NS5 inhibitors | AID2073 | Hep lipid drop cells 6.5 µM | HEK293 NOD2/NF-kB | Hep lipid drop | Siah-1 displacement | LYP inhibition | XIAP displacement | Myeloid diff 2 | HIV fusion peptide
Profile of CCc1nc2scc(-c3ccc(C)cc3)c2c(=O)n1N : 0.3 | -11% | -5% | 696 | -5% | -4 | 0% | -2% | -1.9% | i | 2.7%
Profile of N=C1/C(=C/c2cccn2-c2ccc([N+](=O)[O-])cc2)C(=O)N=C2SC=CN12 : 0.6 | -3% | 13% | 573 | -13% | -11 | -4% | -1% | -4.7% | i | 0.0%

Screening results: PubChem, several laboratories
